hcDAF-12 act = H. contortus DAF-12 nuclear receptor activators, primary screen, cell-based, luminescence, HEK293, lit1-tk-luc reporter; HEK293 hcDAF-12 lit1-tk-luc reporter; 0% DMSO, 100% Δ7-dafachronic acid; activation, % at 6.8 µM; 370,000 compounds, 1.4% hits; AID 652067, 2013;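 active = activation above the mean of all tested compounds plus 3 SD, cut at about 5.5% in these data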;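 also: 100% = response to 3 µM Δ7-dafachronic acid high control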
FXN GAA850 act = FXN promoter activators, primary screen, cell-based, luciferase luminescence, HEK293 lucGAA850; AID 540364, 2011; activation, % at 6 µM; HEK293 lucGAA850 FXN promoter luciferase reporter, 24 h; percent of 10 µM SAHA response; 360,000 compounds, 0.56% hits;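 active = activation above the average of all compounds screened plus 3 SD, cutoff fixed separately per campaign, cut at about 7.5% in these data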;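 also: 0% = DMSO wells and 100% = 10 µM SAHA wells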
ssDAF-12 act = S. stercoralis DAF-12 nuclear receptor activators, primary screen, cell-based, luminescence, HEK293, GRIP1 co-expression, lit1-tk-luc. Nuclear hormone receptor DAF-12 (Strongyloides stercoralis). HEK293 ssDAF-12/GRIP1 lit1-tk-luc reporter; % of 3 µM dafachronic acid response. activation, % at 6.8 µM. 370,000 compounds, 1% hits;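 active = activation above the mean over all tested compounds plus 3 SD, cut at about 0.9% in these data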;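 also: 0% = DMSO-only wells and 100% = 3 µM delta7-dafachronic acid wells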
SMARCA2 act = SMARCA2 (BRM) function activators, primary screen, cell-based, luminescence, high throughput. MG213 cells, MMTV-luciferase reporter, dexamethasone, overnight. activation, % at 9.1 µM. 370,000 compounds, 1% hits; in the data active = activation above about 7.8%;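 also: 0% = vehicle wells and 100% = reference activator wells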
PG9 Ab binder = binders of HIV-1 gp120 antibody PG9, primary screen, biochemical, TR-FRET; HIV-1 gp120 / PG9 antibody interaction; TR-FRET gp120-PG9 antibody binding; inhibition, % at 6.7 µM; 360,000 compounds, 0.43% hits; in the data active = inhibition above about 8.5%
DAX1 inh-1 = DAX1 (NR0B1) inhibitors on StAR promoter, primary screen, cell-based, luminescence, SF-1 (NR5A1), full-length DAX-1 | HEK293T StAR-luciferase reporter, SF-1/DAX-1 repression relief | inhibition, % at 6.8 µM | 370,000 compounds, 1.1% hits | AID 652010, 2013;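 active = inhibition above the mean over all tested compounds plus 3 SD, cut at about 3.6% in these data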;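 also: 0% = DAX-1 cells with DMSO and 100% = cells lacking DAX-1 with DMSO; higher inhibition means more luminescence from relief of DAX-1 repression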
NR1D1 modulator = modulators of Rev-erb alpha DNA binding, primary screen, biochemical, FITC-DNA, fluorescence polarization, uHTS | Nuclear receptor subfamily 1 group D member 1 (Homo sapiens), P20393 | Rev-erbα–FITC-DNA binding, 90 min | activity, % at 10 µM | 370,000 compounds, 0.79% hits;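 active = activity above about 14%, limit read from the data; passing the limit was not always enough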;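 also: 0% = DMSO wells with 35 nM protein and 100% = DMSO wells with 750 nM protein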
DAX1 inh-2 = DAX1 (NR0B1) inhibitors, primary screen, cell-based, HEK293, Gal4-DAX1, luciferase luminescence. Nuclear receptor subfamily 0 group B member 1 (Homo sapiens), P51843. HEK293 Gal4-DAX1 luciferase reporter. inhibition, % at 6.75 µM. 340,000 compounds, 0.99% hits. AID 504766, 2011;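 active = inhibition above the mean over all tested compounds plus 3 SD, cut at about 4.2% in these data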;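 also: 0% = DAX1-transfected cells with DMSO and 100% = empty-vector control cells with DMSO; inhibition shows as a rise in luminescence from relieved DAX1 repression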
Target sequence (P51843 207-470 limits assumed): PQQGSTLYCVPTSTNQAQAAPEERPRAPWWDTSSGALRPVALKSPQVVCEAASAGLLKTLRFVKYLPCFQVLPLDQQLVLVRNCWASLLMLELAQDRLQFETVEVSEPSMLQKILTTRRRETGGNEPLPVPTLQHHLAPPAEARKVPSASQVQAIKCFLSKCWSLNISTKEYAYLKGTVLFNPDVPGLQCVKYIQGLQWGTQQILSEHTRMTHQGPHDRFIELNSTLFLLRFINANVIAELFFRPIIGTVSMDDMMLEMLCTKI
sPLA2-III inh = human group III sPLA2 inhibitors, primary screen, biochemical, QFRET, BODIPY PC-A2 liposome substrate; 370,000 compounds, 0.56% hits; inhibition, % at 12.2 µM; Group 3 secretory phospholipase A2 (Homo sapiens), Q9NZ20; QFRET BODIPY PC-A2 liposome hydrolysis, fluorescence;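 active = inhibition above mean plus 3 SD of compounds lying within the high and low control bounds, cut at about 19% in these data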;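 also: 0% = median of test compound wells and 100% = no enzyme DMSO wells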
Target sequence (Q9NZ20 whole entry, looked up): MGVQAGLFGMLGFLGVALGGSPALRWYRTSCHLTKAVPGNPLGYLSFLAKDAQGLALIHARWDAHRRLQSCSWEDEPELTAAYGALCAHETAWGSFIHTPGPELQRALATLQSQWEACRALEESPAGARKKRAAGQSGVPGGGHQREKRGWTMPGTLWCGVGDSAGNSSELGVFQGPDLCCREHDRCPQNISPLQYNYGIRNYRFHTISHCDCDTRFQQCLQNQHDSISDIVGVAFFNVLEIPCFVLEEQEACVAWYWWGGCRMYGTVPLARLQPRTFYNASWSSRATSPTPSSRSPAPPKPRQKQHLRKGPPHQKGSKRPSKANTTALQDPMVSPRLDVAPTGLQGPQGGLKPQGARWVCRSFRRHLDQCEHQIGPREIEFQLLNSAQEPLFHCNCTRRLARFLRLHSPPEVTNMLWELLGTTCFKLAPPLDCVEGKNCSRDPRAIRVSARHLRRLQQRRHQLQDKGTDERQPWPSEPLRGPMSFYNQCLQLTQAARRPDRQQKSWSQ
hgDAF-12 ag = H. glycines DAF-12 receptor agonists, primary screen, cell-based, luminescence, HEK293, GAL4 fusion, UAS-luciferase | HEK293 GAL4-hgDAF12 UAS-luciferase reporter, agonist luminescence; normalized to butyrate control | activation, % at 6.8 µM | 370,000 compounds, 1.8% hits | Nuclear hormone receptor DAF-12 (Heterodera glycines), GAL4 fusion | AID 687014, 2013;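 active = activation above a cutoff set at the mean of all screened compounds plus 3 SD, cut at about 10% in these data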;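 also: 0% = DMSO wells and 100% = sodium butyrate wells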
PLC-beta3 inh = human PLC-beta3 inhibitors, primary screen, biochemical, fluorescence | 1-phosphatidylinositol 4,5-bisphosphate phosphodiesterase beta-3 (Homo sapiens), Q01970 | Purified PLC-beta3, fluorogenic substrate | inhibition, % at 12.2 µM | 370,000 compounds, 0.18% hits | AID 720704, 2013; in the data active = inhibition above about 11%;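 also: 0% = median of compound wells on plate and 100% = full blocker control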
Starred values were filed as active, the others as inactive; i = inactive; nt = no result given.

SMILES	hcDAF-12 act	FXN GAA850 act	ssDAF-12 act	SMARCA2 act	PG9 Ab binder	DAX1 inh-1	NR1D1 modulator	DAX1 inh-2	sPLA2-III inh	hgDAF-12 ag	PLC-beta3 inh
COc1cccc(CNC(=O)CN(c2ccc(C(C)C)cc2)S(=O)(=O)c2c(C)noc2C)c1	1.5	2.2	0.3	-4	-0.6	0.1	0	-0.3	2	-1.5	-7
O=C(O)c1c(NC(=O)c2cccc3ccccc23)sc2c1CCC2	0.3	1.9	-1.1	1	-1.3	-0.6	-1	0.3	2	-1.6	-15
Cn1c(=O)n(/N=C/c2ccccc2)c2ccccc21	4.5	1.4	-0.5	4	-1.4	0.0	3	-0.5	9	0.8	-2
CNc1c(NS(=O)(=O)c2ccc(Cl)s2)c(=O)oc2ccccc12	-0.5	-1.2	-0.4	3	0.1	0.1	-1	-1.3	-14	4.4	-5
COc1ccc(-c2c(-c3ccc(S(C)(=O)=O)cc3)sc3ccc(OC)cc23)cc1	-1.2	2.6	-0.9	-1	-1.1	-0.4	7	-0.2	-12	-0.8	-302
COc1ccc(OCC(=O)N/N=C/c2ccc(N(C)C)cc2)cc1	2.9	1.8	-0.7	0	-2.3	-0.4	0	0.5	7	-2.9	-54
O=C(NCC(=O)N(c1ccc(F)cc1)C(C(=O)NCC1CCCO1)c1ccccc1)c1ccco1 (stereo unspecified)	-1.7	-0.2	-0.4	0	2.0	-0.5	-4	-0.3	1	-1.3	-2
CCOC(=O)c1c(NC(=O)c2cc3n(n2)C(C(F)(F)F)CC(c2cccs2)N3)sc(C)c1C (stereo unspecified)	-1.2	-0.7	-1.5	3	-0.1	-0.1	-10	1.6	-1	0.7	-9
NS(=O)(=O)c1cc(C(=O)N=Nc2c(O)[nH]c3ccccc23)ccc1Cl	-0.3	1.1	-1.4	-1	-5.6	-0.1	-21	-2.4	1	-0.2	-2
NC(=O)C1CCN(C(=O)c2cc3n(n2)C(C(F)(F)F)CC(c2ccco2)N3)CC1 (stereo unspecified)	-0.5	0.2	-0.6	-4	-0.6	-0.3	7	0.5	0	2.9	1
Cc1nn(CC(=O)c2ccc(Cl)cc2Cl)c(C)[n+]1N	1.1	0.9	-1.1	0	-0.1	-0.1	0	-1.8	-1	0.7	0
CCOC(=O)C1=C(Cc2ccc(F)cc2)C(=O)c2ccccc2C1=O	1.7	-2.9	-1.1	-4	1.1	-2.0	1	1.0	-5	-0.9	-113
COCCCNC(=O)c1cc(S(=O)(=O)N2CCC3(CC2)OCCO3)ccc1F	0.6	0.1	-0.5	-3	-1.9	-0.6	-4	-0.1	12	2.8	0
O=C(/C=C/c1ccccc1)NCc1ccc2c(c1)OCO2	-0.6	2.3	-0.3	-1	-1.5	0.3	-1	0.2	1	-2.1	-6
CN1CCN(C(=O)CCc2nc(-c3ccc(Cl)cc3)no2)CC1	0.0	1.1	-1.6	-2	0.1	0.1	-8	5.5*	4	-0.1	-4
O=C(CN1CCN(Cc2ccccc2Cl)C1=O)NC1CCCCCCC1	-1.4	2.6	-1.6	0	-0.1	-0.9	-5	-1.5	-6	-2.3	3
CCOc1ccc(N(CC(=O)NCc2cccs2)S(=O)(=O)c2c(C)noc2C)cc1	0.3	-0.9	-1.1	-1	-0.1	-0.1	2	-0.2	7	3.7	1
O=C(NCCCN1CCCC1=O)c1ccc2c(=O)n(-c3ccc(F)cc3)c(=S)[nH]c2c1	1.0	nt	-1.0	-6	0.6	-0.4	-8	nt	9	-3.2	-12
CCOc1ccccc1N(C)C(=O)c1cn(CC)c(=O)c2cc(OC)c(OC)cc12	-1.1	3.5	-0.6	0	-1.2	-0.5	4	0.7	2	-0.7	0
Cc1nc2ccccc2n1CCOc1ccccc1	-3.9	1.7	-1.8	0	-0.3	-0.9	2	-0.5	2	-3.4	-7
C=CCCC1(CCC)C(=O)/C(=C(\O)c2ccccc2)C(=O)C(CCC)=C1OC (stereo unspecified)	-1.7	nt	-1.5	-1	nt	0.6	-2	nt	3	2.7	-1
Cc1ccc2c(CSc3nc4nc(C)cc(C)n4n3)cc(=O)oc2c1	-0.4	3.5	-1.6	0	0.1	-0.7	-1	-1.5	-4	-2.7	2
Cc1cccc(C)c1Nc1nnc(SCc2cc([N+](=O)[O-])cc3c2OCOC3)s1	2.5	-1.8	-1.5	-3	-0.6	0.9	-2	2.2	3	0.7	2
C=CCOC(=O)C1=C[C@@H](C2CCCCC2)C[C@@H](OCc2ccc(CO)cc2)O1	-1.5	2.6	-1.1	-1	-0.7	0.0	-5	-1.1	2	1.9	2
Nc1c(C(=O)NCc2ccc3c(c2)OCO3)nnn1-c1ccc(OC(F)(F)F)cc1	-0.6	-0.3	-1.7	0	0.4	-0.8	-1	-1.6	-14	-0.1	5
C/C(Cc1ccccc1)=N\NC(=O)CNC(=O)c1ccccc1Br	3.7	-1.8	-1.6	0	-1.8	-0.5	0	-0.2	-3	-1.1	1
COc1ccccc1N/C=C1/Sc2cc(Cl)ccc2NC1=O	1.5	nt	-0.4	-4	-1.8	0.1	-2	nt	9	1.1	2
C/C(=N\NC(=S)NC1CCCCC1)c1ccc(C)o1	-1.1	1.0	-2.4	-2	1.3	-0.3	3	1.0	12	4.0	-4
Cc1ccn2cc(-c3ccc(NS(=O)(=O)c4ccccc4)cc3)nc2c1	-2.8	2.1	-1.3	-1	-4.0	0.1	2	0.2	-32	7.0	-151
Cc1c(C)c2cc3c(C)coc3cc2oc1=O	2.3	-0.9	-1.3	-2	-0.7	-0.5	5	-0.6	2	1.7	-39
Cc1ccc(CSc2nnc(-c3ccccn3)n2Cc2cccs2)cc1	-1.6	-2.8	-1.1	-3	1.4	-0.9	-4	nt	-8	0.8	-2
CC1=C(C(=O)Nc2cc(C(=O)NCc3ccccc3)ccc2C)SCCO1	-1.3	1.6	-1.6	3	-1.6	0.6	-4	-0.7	1	-2.3	4
CC(NC(=O)C1CCC(CNC(=O)[C@@H]2Cc3ccccc3CN2)CC1)c1ccccc1 (stereo partly specified)	0.8	-1.9	-1.1	3	-0.9	-0.4	-4	0.9	5	-1.5	-3
O=C1/C(=C/C=C/c2ccccc2)Oc2c1ccc(O)c2CN1CCN(CCO)CC1	-1.9	2.6	-0.6	0	-3.8	0.1	14	0.2	-10	-5.1	-205
CN1C(=O)[C@H]2[C@@H](C3CC3)N3C(=O)CN(Cc4ccc(-c5ccccc5)cc4)C(=O)[C@@]3(C)[C@H]2C1=O	-2.4	-0.4	0.0	2	0.3	0.3	-4	0.4	-9	1.1	-5
CC(C)(C)C(=O)Nc1nnc(SCC(=O)NC2CCCC2)s1	-0.7	1.6	-0.5	1	0.3	0.1	-2	1.1	3	0.6	-6
Cc1ccc(OCC(=O)Nc2ccc3c(c2)nc(CCN2CCOCC2)n3C)cc1	-0.6	-1.3	-0.8	2	0.2	-0.2	-2	1.3	1	-2.5	1
Cn1c(CCC(=O)Nc2ccc(S(C)(=O)=O)cc2)nc2cc(S(=O)(=O)N3CCOCC3)ccc21	0.4	0.3	-1.3	-2	-0.4	-1.2	-4	0.4	-6	0.7	-26
COc1ccccc1NS(=O)(=O)c1ccc2oc(=O)ccc2c1	-0.1	1.8	-1.3	1	1.5	-0.2	-2	0.5	-1	1.7	-1
O=C(O)C1CCC(N2C(=O)c3cccc([N+](=O)[O-])c3C2=O)CC1 (stereo unspecified)	1.4	-0.1	-0.8	-2	-0.2	-0.6	-4	0.8	12	-3.3	-4
N#Cc1nc(Cc2cccc3ccccc23)oc1NCc1ccc2c(c1)OCO2	-1.1	-2.7	-1.8	-2	1.4	-0.1	1	-1.6	-30	-0.8	-2
O=C(Nc1ccccc1Cl)C1(c2ccccc2)CC1(Cl)Cl (stereo unspecified)	-1.1	2.2	-1.4	-1	2.5	-0.1	5	0.5	10	-0.4	2
CCn1ncc(/C=N\NC(=O)COc2ccccc2)c1C	-0.5	-0.3	-0.8	2	0.2	0.4	2	2.3	-6	6.3	-2
O=C(Nc1ccc(Cl)c(S(=O)(=O)N2CCCCC2)c1)c1ccncc1	-3.6	0.7	-1.9	-7	0.2	-4.3	4	-4.0	2	-5.0	-8
CS(=O)(=O)N1CCCCC1c1cc(C(=O)Nc2cccc3c2CCCC3)no1 (stereo unspecified)	-3.4	1.5	-1.5	-1	-0.8	-0.2	4	nt	-5	-1.4	1
O=C(COc1ccc(F)cc1)NCC1(N2CCOCC2)CCCCC1	-0.6	1.0	-1.3	-5	-0.3	-0.4	-5	0.1	12	-1.7	-8
O=c1oc2ccccc2cc1-c1cn(-c2ccccc2)c(=S)[nH]1	-5.1	-11	-2.8	-5	1.0	-3.5	-1	-5.8	-8	-17	i
O=C(N/N=C/c1ccccn1)C1CC1	2.6	-2.9	-0.3	-3	0.0	0.4	-6	0.6	4	-0.3	3
CCCCS(=O)(=O)N1CCC(C(=O)Oc2ccccc2OC)CC1	-1.9	1.8	-1.4	-3	0.3	-0.3	2	-0.3	6	-0.9	-9
COc1ccccc1N(CC(=O)Nc1ccc(F)c(F)c1)S(C)(=O)=O	-0.2	-0.7	-1.6	-1	0.5	0.0	9	3.0	2	-2.1	-2
Cc1ccc2oc3c(c(=O)c2c1)C(c1cccc(Cl)c1)N(CCCN1CCOCC1)C3=O (stereo unspecified)	-0.8	-4.5	-1.5	-3	1.1	-0.3	-7	-0.4	-3	0.1	-20
O=C(CN1CCC(NC(=O)c2ccccc2F)CC1)Nc1ccc2c(c1)OCO2	-1.6	-0.6	-0.9	-4	0.1	-1.6	-4	-0.5	8	-1.7	2
CCOC(=O)CCC(=O)Nc1ccccc1C(N)=O	-1.7	-2.4	-0.7	-1	-0.1	0.9	5	0.2	9	4.7	3
O=C(/C=C/c1ccccc1)N1CCCN(C(=O)/C=C/c2ccccc2)CC1	-0.8	-0.3	-1.5	-2	-1.5	-0.1	4	-0.1	-1	1.6	1

Screens from PubChem BioAssay.
